Screening data from PubChem BioAssay.
FBW7 activator = activators of human E3 ligase FBW7; Q969H0; AlphaScreen FBW7–phospho-cyclin E peptide binding, activator screen; normalized activity (activation), % at 26.1 µM; 650,000 compounds, 0.13% hits; AID 1259310; in the data active means normalized activity above about 1.9%;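 further: purified mutant Fbw7 with reduced substrate affinity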
TEAD-YAP inh = TEAD-YAP interaction inhibition; HEK-TIYL cells, TEAD-Gal4/YAP UAS-luciferase luminescence; inhibition, % at 9.12 µM; 640,000 compounds, 1.4% hits; in the data active means inhibition above about 32%;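 further: 0% = median of test compound wells and 100% = reference inhibitor wells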
MITF inh = inhibitors of human MITF | O75030 | AlphaScreen MITF homodimerization, bead proximity signal | inhibition, % at 2.6 µM | 650,000 compounds, 0.91% hits; in the data active means inhibition above about 50%;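 further: 0% = vehicle wells with protein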
Target sequence (O75030 whole entry, looked up): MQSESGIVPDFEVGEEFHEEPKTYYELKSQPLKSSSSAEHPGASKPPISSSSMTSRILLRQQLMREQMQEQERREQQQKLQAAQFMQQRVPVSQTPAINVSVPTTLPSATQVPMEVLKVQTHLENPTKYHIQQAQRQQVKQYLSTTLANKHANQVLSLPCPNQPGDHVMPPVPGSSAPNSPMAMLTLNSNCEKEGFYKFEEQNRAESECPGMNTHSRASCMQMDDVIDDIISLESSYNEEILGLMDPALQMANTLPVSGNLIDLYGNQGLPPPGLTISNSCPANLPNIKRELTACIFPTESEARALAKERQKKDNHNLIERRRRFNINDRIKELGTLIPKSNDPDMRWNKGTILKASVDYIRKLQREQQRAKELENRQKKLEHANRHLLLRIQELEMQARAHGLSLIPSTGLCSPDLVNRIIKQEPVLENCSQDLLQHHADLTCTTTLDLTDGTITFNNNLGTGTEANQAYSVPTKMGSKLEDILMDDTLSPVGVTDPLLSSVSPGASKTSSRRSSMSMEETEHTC
GPR151 ag = human GPR151 activation; Q8TDV0; 650,000 compounds, 1% hits; PathHunter beta-arrestin GPR151 cells, luminescence; activation, % at 11.2 µM; AID 1508602; in the data active means activation above about 4.9%;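 further: 0% = median of compound wells and 100% = cells with positive control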
Target sequence (Q8TDV0 whole entry, looked up): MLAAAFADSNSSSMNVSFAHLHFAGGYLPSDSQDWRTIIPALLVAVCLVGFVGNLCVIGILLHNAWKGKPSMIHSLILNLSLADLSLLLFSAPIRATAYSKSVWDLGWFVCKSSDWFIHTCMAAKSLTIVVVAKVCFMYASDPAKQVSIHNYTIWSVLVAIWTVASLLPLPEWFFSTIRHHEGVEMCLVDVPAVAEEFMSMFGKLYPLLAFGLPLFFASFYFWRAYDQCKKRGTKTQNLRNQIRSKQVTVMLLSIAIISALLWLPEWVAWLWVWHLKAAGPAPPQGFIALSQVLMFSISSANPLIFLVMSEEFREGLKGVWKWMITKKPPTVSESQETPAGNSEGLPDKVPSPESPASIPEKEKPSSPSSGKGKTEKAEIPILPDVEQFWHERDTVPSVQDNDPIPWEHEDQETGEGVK
* hit, by the source's call; & = joins results of further samples. Rows were taken by chance. Share with any hit: about 3.4%.

Cc1csc(NC(=O)c2ccccc2C(=O)O)n1 was read as FBW7 activator -0.2, TEAD-YAP inh 11, MITF inh 8 and GPR151 ag 0.5.
Screening Cc1cc2c(o1)c1cnn(CC(=O)NC(C)C)c(=O)c1n2C returned FBW7 activator -0.1, TEAD-YAP inh -2, MITF inh -12 and GPR151 ag 0.9.
Screening CCN(C(=O)CSc1nnnn1C)C1CCCCC1 returned FBW7 activator -0.1, TEAD-YAP inh 1, MITF inh -7 and GPR151 ag 0.4.
Cc1ccc(N2C(=O)NC(=O)/C(=C\c3ccc4c(c3)OCO4)C2=O)cc1C was read as FBW7 activator 0.0, TEAD-YAP inh 1, MITF inh 6 and GPR151 ag 1.4.
`CCC(=O)N1CCc2cc(S(=O)(=O)Nc3cccc(SC)c3)ccc21` gave FBW7 activator 0.1, TEAD-YAP inh 22, MITF inh 3 and GPR151 ag -0.4.
For CC(C)Oc1cccc(NC(=O)c2ccccc2S(C)(=O)=O)c1 the results were FBW7 activator -0.1, TEAD-YAP inh 7, MITF inh -6 and GPR151 ag 2.6.
Screening COC(=O)C(NC(=O)COc1ccccc1)(Nc1cc(C)ccn1)C(F)(F)F (centres undefined) returned FBW7 activator 0.0, TEAD-YAP inh -5, MITF inh 6 and GPR151 ag -0.5.
For CCOC(=O)CSc1ccc(S(=O)(=O)N(CC)CC)cc1[N+](=O)[O-] the results were FBW7 activator 0.0, TEAD-YAP inh -6, MITF inh 3 and GPR151 ag 1.4.
`O=C(c1cccc([N+](=O)[O-])c1)c1ccc2c(c1)C(=O)N(c1cccc(O)c1)C2=O` gave FBW7 activator -0.1, TEAD-YAP inh 8, MITF inh 22 and GPR151 ag 1.7.
Cc1ccc(C)c(NC(=O)Nc2nnc(N3CCC(C)CC3)s2)c1 was read as FBW7 activator 0.3, TEAD-YAP inh 5, MITF inh 11 and GPR151 ag -0.9.
`CCOCCCN1C(=O)C2C(C(=O)Nc3cccc(SC)c3)C3C=CC2(O3)C1C(=O)NC1CCCCC1` (centres undefined) gave FBW7 activator -0.1, TEAD-YAP inh 0, MITF inh -4 and GPR151 ag 1.1.
`O=C(CSc1cccc[n+]1[O-])NC1CCCCCC1` gave FBW7 activator 0.1, TEAD-YAP inh -5, MITF inh 7 and GPR151 ag 1.0.
For Cn1c(=O)c2c(ncn2CC(=O)Nc2ccc(Br)cc2F)n(C)c1=O the results were FBW7 activator 0.1, TEAD-YAP inh 4, MITF inh 14 and GPR151 ag 0.1.
Screening O=C(COC(=O)c1ccc2c(c1)C1C=CCC1C(c1ccc([N+](=O)[O-])cc1)N2)c1ccc(-c2ccccc2)cc1 (centres undefined) returned FBW7 activator -0.1, TEAD-YAP inh 4, MITF inh 2 and GPR151 ag -1.1.
`COCCn1c(SCC(=O)c2ccc(F)cc2)nnc1C(C)C` gave FBW7 activator 0.0, TEAD-YAP inh 0, MITF inh 7 and GPR151 ag 0.6.
COc1ccc(C(=O)CC(NCc2cccnc2)C(=O)O)cc1 (centres undefined) was read as FBW7 activator 0.1, TEAD-YAP inh 0, MITF inh 15 and GPR151 ag 1.3.
For CN1CCCC(COC(=O)C(C)(c2ccccc2)c2ccccc2)C1 (centres undefined) the results were FBW7 activator 0.0, TEAD-YAP inh 1, MITF inh 14 and GPR151 ag 2.5.
For NS(=O)(=O)c1cc(C(=O)O)c(NCc2ccco2)cc1Cl the results were FBW7 activator 0.0&0.4&0.2, TEAD-YAP inh 0, MITF inh 8&1&-2 and GPR151 ag 2.7&-1.0&0.0.
O=C(COc1cccnc1[N+](=O)[O-])Nc1ccc(Br)cc1 was read as FBW7 activator 0.0, TEAD-YAP inh -27, MITF inh 9 and GPR151 ag -0.5.
For CC(C)C(=O)Nc1cccc(C(=O)Nc2cccc(Br)c2)c1 the results were FBW7 activator -0.1, TEAD-YAP inh -37, MITF inh 16 and GPR151 ag -0.8.
Screening Cc1oc2c(C)c(O)ccc2c(=O)c1Oc1ccccc1F returned FBW7 activator -0.1, TEAD-YAP inh 10, MITF inh 11 and GPR151 ag -1.8.
`O=C(Nc1ccc(Cl)c(Cl)c1)C1C2C=CC3(O2)C1C(=O)N(CCCN1CCOCC1)C3C(=O)NC1CCCCC1` (centres undefined) gave FBW7 activator -0.1, TEAD-YAP inh -7, MITF inh -8 and GPR151 ag 1.0.
Screening CCOC(=O)COc1cc2c(C(=O)OCC)c(-c3ccccc3)oc2cc1Br returned FBW7 activator 0.0, TEAD-YAP inh 0, MITF inh -11 and GPR151 ag 2.3.
Screening COc1ccc(Nc2nc(C)cc(NCCCN3CCOCC3)n2)cc1 returned FBW7 activator 0.1, TEAD-YAP inh -1, MITF inh 4 and GPR151 ag -1.4.
`COc1cccc(C2NCC(C(=O)O)S2)c1` (centres undefined) gave FBW7 activator -0.1, TEAD-YAP inh 4, MITF inh 3 and GPR151 ag -0.3.
For CCOC(=O)c1ccc(NC(=O)C(=O)NCc2ccc(/C=C(/C#N)C(N)=O)o2)cc1 the results were FBW7 activator 1.1, TEAD-YAP inh -5, MITF inh 15 and GPR151 ag 0.7.
`O=C(CNC(=O)c1ccco1)Nc1cccc(C(F)(F)F)c1` gave FBW7 activator 1.0, TEAD-YAP inh -6, MITF inh 5 and GPR151 ag -3.3.
`CCOC(=O)c1ccc(S(=O)(=O)N2CCC(C(=O)O)CC2)cc1` gave FBW7 activator 0.2, TEAD-YAP inh 7, MITF inh 9 and GPR151 ag 0.0.
Cc1ccc2nc(C(F)(F)F)c(C(=O)NCc3ccc4c(c3)OCO4)n2c1 was read as FBW7 activator 1.0, TEAD-YAP inh 2, MITF inh 0 and GPR151 ag 0.3.
COc1ccccc1Nc1ccc(NS(=O)(=O)c2ccc(C(C)=O)cc2)cc1 was read as FBW7 activator 0.1, TEAD-YAP inh -13, MITF inh 24 and GPR151 ag -1.8.

Random excerpt: four records from the list.
Screening Cc1oc2c(C)c(O)ccc2c(=O)c1Oc1ccccc1F returned FBW7 activator -0.1, TEAD-YAP inh 10, MITF inh 11 and GPR151 ag -1.8.
Screening CCOC(=O)COc1cc2c(C(=O)OCC)c(-c3ccccc3)oc2cc1Br returned FBW7 activator 0.0, TEAD-YAP inh 0, MITF inh -11 and GPR151 ag 2.3.
`COc1cccc(C2NCC(C(=O)O)S2)c1` (centres undefined) gave FBW7 activator -0.1, TEAD-YAP inh 4, MITF inh 3 and GPR151 ag -0.3.
`O=C(Nc1ccc(Cl)c(Cl)c1)C1C2C=CC3(O2)C1C(=O)N(CCCN1CCOCC1)C3C(=O)NC1CCCCC1` (centres undefined) gave FBW7 activator -0.1, TEAD-YAP inh -7, MITF inh -8 and GPR151 ag 1.0.

More entries
CCOC(=O)C1(CC2CCCCO2)CCN(Cc2ccc3ncccc3c2)CC1 (centres undefined) was read as FBW7 activator 0.1, TEAD-YAP inh -3, MITF inh 3 and GPR151 ag -0.1.
`O=C1c2ccccc2NC(c2ccc(F)cc2)N1c1ccc(F)cc1` (centres undefined) gave FBW7 activator 0.0, TEAD-YAP inh -8, MITF inh 0 and GPR151 ag -1.0.
N#Cc1cc2cc3c(cc2nc1NCCCNC(=O)Nc1ccccc1Cl)OCO3 was read as FBW7 activator -0.1, TEAD-YAP inh -5, MITF inh -11 and GPR151 ag -0.2.
Screening Cc1nc2c(c(C)nn2-c2ccccc2)c(C)c1CCC(=O)NCc1cccnc1 returned FBW7 activator -0.1, TEAD-YAP inh 0, MITF inh -13 and GPR151 ag 0.1.
Cc1ccc(C(C)C)cc1OCCN1CCOCC1 was read as FBW7 activator 0.1, TEAD-YAP inh 14, MITF inh 51* and GPR151 ag 0.1.
Screening Cc1cc(NCCOc2ccccc2)nc(NCCCN2CCCC2=O)n1 returned FBW7 activator 0.0, TEAD-YAP inh 4, MITF inh 8 and GPR151 ag 0.8.
Screening CSc1ncc(C(=O)N2CCCc3ccccc32)c(C)n1 returned FBW7 activator 0.1, TEAD-YAP inh 5, MITF inh 9 and GPR151 ag -0.9.
Screening CCN1CCN(c2c(Cl)cccc2NC(=O)c2ccccc2Cl)CC1 returned FBW7 activator -0.1, TEAD-YAP inh -8, MITF inh 1 and GPR151 ag 0.1.
`CCOC(=O)c1cc(-c2cccnc2)nc2c1c(C)nn2C` gave FBW7 activator 0.3, TEAD-YAP inh 20, MITF inh 12 and GPR151 ag -0.3.
For CCOC(=O)CSc1ccc(C(=O)NCCc2ccccc2)cc1[N+](=O)[O-] the results were FBW7 activator 0.0, TEAD-YAP inh -43, MITF inh -5 and GPR151 ag -1.0.
For O=[N+]([O-])c1nn(-c2ccc(Cl)cc2)n(O)c1=NCCO the results were FBW7 activator 0.0, TEAD-YAP inh -8, MITF inh 3 and GPR151 ag -0.7.
`CCCCNC(=O)/C(=C\c1ccc(-c2cccc([N+](=O)[O-])c2)o1)NC(=O)c1ccccc1` gave FBW7 activator -0.2, TEAD-YAP inh 14, MITF inh 6 and GPR151 ag 0.6.
`Cc1cc(Cl)ccc1OCC(O)CN1CCCC1` (centres undefined) gave FBW7 activator 0.0, TEAD-YAP inh 11, MITF inh -7 and GPR151 ag 0.4.
Cc1ccc(NC2=NC(c3ccccc3)n3c(nc(C)cc3=O)N2)cc1 (centres undefined) was read as FBW7 activator -0.1, TEAD-YAP inh 11, MITF inh 3 and GPR151 ag 0.6.
CC1CCC(NC(=O)CC2Oc3ccccc3NC2=O)CC1 (centres undefined) was read as FBW7 activator -0.1, TEAD-YAP inh 12, MITF inh 5 and GPR151 ag 1.1.
`Cc1cc(C)cc(OCC(=O)NN2Cc3ccccc3C2=N)c1` gave FBW7 activator -0.1, TEAD-YAP inh -4, MITF inh -11 and GPR151 ag 0.4.
CCOC(=O)c1c(NC(=O)CSc2nnc3ncccn23)sc(C)c1C was read as FBW7 activator -0.2, TEAD-YAP inh 0, MITF inh 9 and GPR151 ag -1.1.
`COc1ccccc1C1(NC(=O)CCn2c(=O)oc3ccccc32)CCCC1` gave FBW7 activator -0.1, TEAD-YAP inh 11, MITF inh 6 and GPR151 ag 0.4.
For CCOc1cccc(CN2CCN(Cc3ccc(F)cc3)C(CCO)C2)c1O (centres undefined) the results were FBW7 activator 0.1, TEAD-YAP inh -6, MITF inh 3 and GPR151 ag -0.7.
`CCOC(=O)c1c(/N=C/c2c(O)n(C)c(=O)n(C)c2=O)sc(C)c1-c1cccs1` gave FBW7 activator -0.1, TEAD-YAP inh 1, MITF inh 7 and GPR151 ag 0.0.
For COCCn1nnnc1C(c1ccccc1OC)N1CCN(C2CCCC2)CC1 (centres undefined) the results were FBW7 activator 0.6, TEAD-YAP inh 3, MITF inh 2 and GPR151 ag -0.8.
For COC(=O)CCN1CCN(c2ccc(Cl)cc2)CC1 the results were FBW7 activator -1.0, TEAD-YAP inh 2, MITF inh 5 and GPR151 ag -0.2.
Screening Cc1nc2n(CC(=O)O)c3ccccc3n2n1 returned FBW7 activator -0.1, TEAD-YAP inh 0, MITF inh -3 and GPR151 ag 0.0.
Screening N#Cc1cccc(OCc2ccccc2Cl)c1 returned FBW7 activator 0.1, TEAD-YAP inh 14, MITF inh 4 and GPR151 ag 0.5.
c1cncc(-c2noc(-c3cccnc3)n2)c1 was read as FBW7 activator -0.1, TEAD-YAP inh -19, MITF inh -11 and GPR151 ag -0.3.
Screening O=C(COc1ccc(Cl)cc1Cl)NCc1nc(-c2ccccc2)no1 returned FBW7 activator -0.1, TEAD-YAP inh -10, MITF inh 1 and GPR151 ag -1.1.
Screening Nn1c(SCC(=O)O)nnc1-c1ccncc1 returned FBW7 activator -0.1, TEAD-YAP inh 5, MITF inh 14 and GPR151 ag -1.1.
CCOc1cc(CN2CCN(C(=O)c3cccs3)CC2)ccc1OC was read as FBW7 activator 0.0, TEAD-YAP inh -2, MITF inh 38 and GPR151 ag -0.2.
Screening CC(C)C[C@H]1NC(=O)[C@H]2CN(C(=O)c3ccc(-c4ccccc4)cc3)CCN2C1=O returned FBW7 activator 0.1, TEAD-YAP inh 5, MITF inh 21 and GPR151 ag 0.2.
Cc1cccc(C)c1NC(=O)CNC(=O)C1CCN(C(=O)Nc2ccccc2)CC1 was read as FBW7 activator 0.2, TEAD-YAP inh 13, MITF inh 8 and GPR151 ag 2.3.
O=C(NCc1cccc(Cl)c1)c1ccc(N2CC3CC(C2)c2cccc(=O)n2C3)c(NC(=O)c2cc3ccccc3oc2=O)c1 (centres undefined) was read as FBW7 activator 0.1, TEAD-YAP inh 7, MITF inh 0 and GPR151 ag -1.4.
For CCCCSc1nnc2c(n1)OC(c1cccs1)Nc1ccccc1-2 (centres undefined) the results were FBW7 activator -0.1, TEAD-YAP inh -22, MITF inh -7 and GPR151 ag -0.5.
For COc1ccc([N+](=O)[O-])cc1NC(=O)/C=C/c1ccc(C)o1 the results were FBW7 activator -0.2, TEAD-YAP inh -7, MITF inh 10 and GPR151 ag -1.0.
`Cc1ccc(C)c(N2CCN(S(=O)(=O)c3ccc4c(c3)SCC(=O)N4)CC2)c1` gave FBW7 activator -0.1, TEAD-YAP inh -2, MITF inh 8 and GPR151 ag 0.1.
Cc1ccc(C)c(N=Cc2cccc(O)c2O)c1 was read as FBW7 activator 0.3, TEAD-YAP inh 1, MITF inh 25 and GPR151 ag 0.2.
Screening COc1ccc(Nc2c(-c3ccc(SC)cc3)nc3cnccn23)cc1OC returned FBW7 activator -0.1, TEAD-YAP inh -8, MITF inh 1 and GPR151 ag -0.5.
For CC(=O)N1c2c(cc(Br)cc2S(=O)(=O)N(C)Cc2ccccc2)CC1C (centres undefined) the results were FBW7 activator 0.1, TEAD-YAP inh -16, MITF inh -12 and GPR151 ag 1.8.
